NALP1 inh = blocks the NALP1 inflammasome reconstituted in yeast. inhibition, % at 10 µM. S. cerevisiae NALP1/ASC/caspase-1 growth, X-gal OD620, 72 h. 280,000 compounds, 0.61% hits; in the data active = inhibition mostly above about 24%, no sharp cut-off; inactive = mostly below about 32%; note: some compounds called inactive have numbers as strong as hits
M18AAP inhibitor = PfM18AAP enzyme inhibition. recombinant PfM18AAP, H-Glu-NHMec fluorogenic cleavage. inhibition, % at 7.35 µM. 290,000 compounds, 1.2% hits. AID 1822;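 active = inhibition above the campaign mean inhibition over all tested compounds plus 3 SD, cut at about 28% in these data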;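 note: 0% = plate median of test compound wells and 100% = 2 mM ZnCl2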
NS3 helicase inh = blocks Hepatitis C virus NS3 helicase unwinding | NS3 helicase DNA unwinding, Cy5 molecular beacon fluorescence | inhibition, % at 10.9 µM | 290,000 compounds, 0.56% hits;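 active = inhibition above the mean of all tested compounds plus 3 SD, set per campaign, cut at about 35% in these data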;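 note: 0% = DMSO wells and 100% = thioflavine S control wells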
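Measured by: Cy5 fluorescence, 0 and 60 min reads / Assay system: NS3 helicase fragment of HCV / Control set: low DMSO, high thioflavine S at 110 µM / Times: 1 h reaction at 25 °C, ATP-initiated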
IMP-1 inh = blocks Pseudomonas aeruginosa IMP-1 metallo-beta-lactamase. 290,000 compounds, 0.45% hits. AID 1556. purified IMP-1, nitrocefin hydrolysis, epi-absorbance fluorescence. inhibition, % at 5.6 µM;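 active = inhibition above the mean plus 3 SD of all compounds in the same screening run, cut at about 4.5% in these data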;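 note: 0% = IMP-1 with DMSO and 100% = DMSO wells lacking enzyme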
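assay system = purified recombinant IMP-1 metallo-beta-lactamase enzyme | schedule = 15 min preincubation plus 25 min reaction at 25 °C | signal = Epi-absorbance fluorescence, 480 nm excitation, 530 nm emission | read-out basis = percent inhibition from optical density relative to buffer-blank wells | controls = IMP-1 with DMSO as 0%, enzyme-free DMSO as 100%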
UBC9 SUMO inh = SUMOylation inhibition. AID 2006. inhibition, % at 35 µM. P63279. 290,000 compounds, 0.36% hits. HTRF SUMOylation assay, SAE1/SAE2 + UBC9, in vitro; in the data active = inhibition above about 50%, passing the limit was not always enough; note: strong numbers were not always called active
Target sequence (P63279 whole entry, looked up): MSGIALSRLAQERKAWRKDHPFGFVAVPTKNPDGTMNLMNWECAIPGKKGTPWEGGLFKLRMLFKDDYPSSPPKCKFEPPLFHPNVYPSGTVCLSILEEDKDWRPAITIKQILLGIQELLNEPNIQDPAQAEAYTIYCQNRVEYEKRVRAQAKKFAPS
MEKK2wt PB1 HTS = raises or lowers MEK5 binding to wildtype human MEKK2 PB1 domain; AID 1531; binding response (% of control), % at 10 µM; 290,000 compounds, 1.1% hits; bead flow cytometry, Alexa488-MEK5 binding to MEKK2 WT; actives lie on both sides; in the data active = binding response below about 67% or above about 130%
VIM-2 inh = inhibitors of Pseudomonas aeruginosa VIM-2 metallo-beta-lactamase | 290,000 compounds, 0.89% hits | inhibition, % at 5.6 µM | purified VIM-2, nitrocefin hydrolysis, epi-absorbance fluorescence;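 active = inhibition above the mean of all tested compounds plus 3 SD, cutoff set per screening run, cut at about 7.5% in these data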;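 note: red hydrolysis product quenches plate fluorescence so inhibitors raise well fluorescence; 0% = enzyme with DMSO and 100% = DMSO without enzyme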
MEKK2mut PB1 HTS = signal of MEK5 binding to mutant human MEKK2 PB1 domain. bead flow cytometry, Alexa488-MEK5 binding to MEKK2 mutant. 290,000 compounds, 0.35% hits. AID 1530. percent response, % at 10 µM; in the data active = percent response above about 24%, passing the limit was not always enough; note: inactives centre near 1; some results filed as inactive read as strong as hits
DNA FID counter = fluorescent intercalator displacement, NS3 helicase counter-screen; AID 1845; inhibition, % at 7.9 µM; DNA fluorescent intercalator displacement, fluorescence; 290,000 compounds, 0.17% hits; in the data active = inhibition above about 37%;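 note: 0% = vehicle and 100% = reference compound; higher means more ethidium bromide displaced from hairpin DNA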
The depositor's hits bear a star; · = no result given.

SMILES	NALP1 inh	M18AAP inhibitor	NS3 helicase inh	IMP-1 inh	UBC9 SUMO inh	MEKK2wt PB1 HTS	VIM-2 inh	MEKK2mut PB1 HTS	DNA FID counter
CCCn1c(=O)c(C(=O)NCCCc2ccccc2)c(O)c2ccccc21	11	3	3	-3.6	-12	116	-2.5	10	-5
N/C(Cn1cncn1)=N\NC(=O)c1ccc(Cl)cc1Cl	15	10	-1	-3.5	11	104	-2.5	3	1
CC(=O)c1cccc(CN2CCCC(CCC(=O)NCc3ccc(C)o3)C2)c1 (centres undefined)	22	-12	-7	-1.8	26	97	1.3	-5	-2
O=C(c1cc(-c2ccc(Cl)cc2)on1)N1CCCC1	26	-5	-3	-2.3	20	101	-0.5	1	-15
CC(=O)Nc1cccc2c1C(=O)N(c1cccc(C)c1)C2=O	-44	4	5	1.6	16	84	0.2	8	0
NNC(=O)c1cnn(-c2ccccc2)c1C(F)(F)F	10	0	0	-1.4	6	105	-1.4	-1	-18
S=c1[nH]nc(COc2ccccc2)n1/N=C/c1ccc(Br)cc1	-8	21	9	-2.0	10	104	-4.9	7	-24
COc1cnc(-c2ccccn2)nc1Sc1ccccc1	17	5	3	-3.7	24	87	3.7	-17	-17
FC(F)(Cl)c1nnc2ccc(Cl)nn12	-8	2	-5	-2.9	13	98	-1.4	2	0
C=CCN1C(=O)C(O)(CC(=O)c2c(C)n[nH]c2C)c2cc(Br)ccc21 (centres undefined)	5	-13	1	-3.0	0	103	-2.2	2	-10
CC(C)CN1C(=O)NC(NC(=O)c2ccco2)(C(F)(F)F)C1=O (centres undefined)	32	1	7	-3.5	17	101	-2.7	0	2
CC1(C)CCc2nc(SCc3ccccc3)c(C#N)cc2C1	8	10	14	-3.9	-38	101	-2.5	3	-12
COc1cc(C(=O)Nc2ccc(S(=O)(=O)Nc3cc(C)on3)cc2)cc(OC)c1OC	2	2	3	-0.4	6	102	-1.7	3	-34
CC(C)(C)OC(=O)NCCCC[C@H](NC(=O)c1nc[nH]c1C(=O)NCc1ccccc1)C(=O)OC(C)(C)C	18	-9	-18	-3.9	-30	102	-1.5	-2	-41
COC(=O)c1ccc(NC2=C(Cl)C(=O)OC2OC(=O)c2ccccc2)cc1 (centres undefined)	17	9	1	-2.0	14	91	-3.1	-6	-4
Cc1ccc(-c2nnc(N(C)C(=O)c3ccccn3)s2)cn1	-23	7	16	-2.7	0	106	-4.3	4	-6
CNC(=S)NNC(=O)c1cc(C(C)(C)C)nn1Cc1ccc(F)cc1	-10	3	-2	-2.7	-2	104	-2.7	-2	-10
COc1ccc(-c2cc(CCCC(=O)NCCc3ccc(OC)cc3OC)no2)cc1	-12	-4	-5	-2.5	-14	105	-1.8	4	-14
Cc1cc(SCc2cccc(C(F)(F)F)c2)nc(=O)[nH]1	16	-10	0	-2.4	16	105	-1.7	4	-9
Cc1c(N=N/C(C(=O)Nc2ccccc2)=C(/O)c2ccccc2)c(=O)n(-c2ccccc2)n1C	2	-12	-9	-0.1	19	75	-0.8	-10	6
Cc1cc(Br)c2nc3c(c(C(=O)O)c2c1)CCCCC3	13	0	-4	-2.7	6	117	-0.6	10	-1
N#Cc1cc2cc3c(cc2nc1SCC(=O)N1CCOCC1)OCCO3	-1	1	14	-0.4	-11	93	2.5	-10	-16
N#C/C(=C\c1ccc([N+](=O)[O-])o1)C(=O)Nc1ccc(F)cc1	13	10	43*	-2.0	12	107	-0.8	0	-16
CCOC(=O)C1CCN(C(=O)c2cc3cc(F)ccc3[nH]2)CC1	3	-1	-16	-2.0	1	101	-2.9	-6	-26
Cc1ccnc(NS(=O)(=O)c2ccc(NS(=O)(=O)c3cc(Cl)ccc3Cl)cc2)n1	40*	-2	2	1.3	-1	102	2.8	0	-24
O=C(Nc1nc(-c2nc3ccccc3s2)cs1)c1ccc(S(=O)(=O)N2CCOCC2)cc1	-4	-11	7	-0.2	-4	·	0.6	·	2
Cc1cc(NN)nc2ccc(Cl)cc12	-17	31*	18	-0.8	3	95	-0.2	-5	-3
COC(=O)CSc1ccccc1C(=O)OC	-4	2	-3	-4.0	23	104	-2.0	5	2
CN(C(=O)C12CC3CC(CC(C3)C1)C2)C1(C)CCS(=O)(=O)C1 (centres undefined)	4	1	1	-1.8	11	108	-0.3	3	-8
Cc1ccsc1/C=C/C1=Cc2c(sc(NC(=O)CSc3n[nH]c(N)n3)c2C#N)C(C)(C)C1	0	27	16	0.3	20	76	-2.4	-12	-16
O=C(NCC1CCCO1)C1CCCCN1S(=O)(=O)c1ccc(F)cc1 (centres undefined)	-3	1	-2	-4.5	0	98	-1.9	1	-2
Cc1ccc(C(=O)N2CCN(Cc3ccc4c(c3)OCO4)CC2)o1	-6	-6	-1	-1.4	24	108	-2.0	7	-13
CC(C)(/C=N/O)/[N+]([O-])=C/C=[N+](\[O-])C(C)(C)/C=N/O	20	15	-6	-0.1	2	103	2.1	11	-1
CCOC(=O)c1[nH]c2c(c1-c1ccccc1)C(=O)CC(c1ccc(Cl)cc1)C2 (centres undefined)	24	1	-5	-2.8	10	99	-2.5	-2	-8
CCOCCCNC(=O)C(=O)NCCCOCC	·	-3	-8	-2.6	14	112	-0.5	5	2
COc1cc(C(c2c(O)cc(C)[nH]c2=O)c2c(O)cc(C)[nH]c2=O)ccc1O	-19	2	-1	-3.4	15	108	-0.8	5	0
O=C(CSc1nc2ccccc2o1)Nc1nc(-c2ccccc2)c(-c2ccccc2)s1	12	-4	6	-5.7	-77	105	-2.7	8	-2
COc1ccc(OC)c(/C=C/C(=O)Nc2ccc3c(c2)CCC3)c1	30	1	-9	-0.9	-17	122	-0.4	26	-11
COC(=O)[C@H](CCSC)NC(=O)NC1CCN(Cc2ccccc2)CC1	14	1	-2	-1.2	-18	113	-3.6	6	1
CSCC[C@H](NC(=O)[C@@H]1CSC2c3ccccc3C(=O)N21)C(=O)N1CCC[C@H]1CO (some centres undefined)	20	-6	-14	-1.5	0	103	6.0	-2	-23
Cc1[nH]nc2c1C1(CCOCC1)C(C#N)=C(N)O2	-5	1	2	-3.2	-13	102	-1.3	2	0
C=C(C)Cn1c(CCCNC(=O)CCC)nc2ccccc21	10	-11	-3	-0.1	10	91	-0.1	-1	-7
Cc1ccc(C2C(C(N)=S)=C(N)OC3=C2C(=O)CC(C)(C)C3)cc1 (centres undefined)	-1	25	10	-4.2	1	106	-0.3	3	-7
CC(N=Cc1cc([N+](=O)[O-])ccc1O)c1ccccc1 (centres undefined)	12	9	6	-1.6	21	103	-5.4	-2	3
O=C(CCc1c[nH]c2ccccc12)NCC(=O)Nc1ccc(F)c(F)c1F	-2	-2	-2	-4.7	14	99	-3.8	-2	3
Nc1ccc(S(=O)(=O)Nc2nccc(/C=C/c3ccc(Br)s3)n2)cc1	-1	-6	23	-2.1	9	93	-0.3	-2	-8
Cc1sc2ncnc(SCC(=O)c3ccc4c(c3)OCCO4)c2c1-c1ccccc1	8	-3	-10	0.7	-62	90	-3.2	-4	3
CCCCNC(=S)Nc1ccc(OC)nc1	-9	2	1	-1.6	10	90	0.0	-7	10
Cn1c(=O)oc2cc(S(=O)(=O)N3CCCc4ccccc43)ccc21	5	0	1	0.8	30	110	0.1	6	-5
CC1=CC(C)(C)N(C(=O)CSc2nncn2C)c2ccccc21	0	0	-1	0.9	11	107	1.7	-2	-10
CCCCOCCCNC(=O)c1ccc(OC)cc1	5	-10	0	-1.2	8	104	-4.2	3	-7
O=C(NCC1CCNCC1)c1ccncc1	13	-10	3	-1.5	-2	114	-2.3	16	3
C=CCn1c(=O)n(CCC#N)c(=O)n(CCC#N)c1=O	5	1	3	-1.2	-1	100	-0.3	0	-1
COc1ccc2cnnc(SCC(=O)Nc3ccccc3)c2c1OC	30	3	-7	0.1	1	101	-1.0	-2	0
CCC(C)(C)NC(=O)c1cc(S(=O)(=O)N2CCc3ccccc32)cn1C	4	-5	19	0.9	2	97	2.4	-3	-40
CN(Cc1ccccc1)S(=O)(=O)c1ccc2c(c1)OCCO2	1	-6	7	-4.9	1	106	-0.6	3	-8
CC(OC(=O)Nc1cccc(Cl)c1)C(=O)O (centres undefined)	-2	-4	-1	-2.9	16	98	-2.9	13	0
CCC(CC)c1nnc(NC(=O)CCNC(=O)c2ccccc2Cl)s1	2	0	-4	0.4	9	90	1.5	-11	-25
CCN1CCN(CC(O)COc2ccc3c(c2)CCC3)CC1 (centres undefined)	35	-2	-12	-0.3	-4	103	1.0	-1	4
COc1ccc(CN2CCC(CO)(CCOc3ccccc3)CC2)cc1C	13	2	-18	-1.4	6	114	-3.5	13	22

For convenience, part of the list above:
SMILES	NALP1 inh	M18AAP inhibitor	NS3 helicase inh	IMP-1 inh	UBC9 SUMO inh	MEKK2wt PB1 HTS	VIM-2 inh	MEKK2mut PB1 HTS	DNA FID counter
CC(OC(=O)Nc1cccc(Cl)c1)C(=O)O (centres undefined)	-2	-4	-1	-2.9	16	98	-2.9	13	0
CCC(CC)c1nnc(NC(=O)CCNC(=O)c2ccccc2Cl)s1	2	0	-4	0.4	9	90	1.5	-11	-25
CCN1CCN(CC(O)COc2ccc3c(c2)CCC3)CC1 (centres undefined)	35	-2	-12	-0.3	-4	103	1.0	-1	4
COc1ccc(CN2CCC(CO)(CCOc3ccccc3)CC2)cc1C	13	2	-18	-1.4	6	114	-3.5	13	22

Next part:
SMILES	NALP1 inh	M18AAP inhibitor	NS3 helicase inh	IMP-1 inh	UBC9 SUMO inh	MEKK2wt PB1 HTS	VIM-2 inh	MEKK2mut PB1 HTS	DNA FID counter
Clc1ccccc1N=C1NN=C(c2cccs2)CS1	12	8	-13	-2.2	-7	95	-0.6	-2	-1
COc1ccccc1CNC(=O)c1oc2ccc(S(=O)(=O)N3CCCC3)cc2c1C	12	-6	-3	-3.0	20	96	-3.8	10	-22
CC(C)(C)C1CCC(=NNC(=O)C(=O)NCc2ccco2)CC1 (centres undefined)	-3	-4	13	-2.1	-6	100	-1.1	5	-6
O=c1ccn(CCOc2ccc(Cl)cc2)c(=O)[nH]1	16	-14	2	-0.5	11	105	-2.0	5	2
CC(Sc1nc(NCc2ccccc2)nc(N(C)C)n1)C(=O)Nc1ccccc1 (centres undefined)	-1	-11	-25	-0.1	-34	98	0.0	0	-22
COc1ccc(-c2nc(-c3ccc(Br)cc3)no2)c(OC)c1	13	-5	4	-2.8	6	103	-0.9	5	-2
Cn1ccnc1SCC(=O)c1ccc(O)cc1	-2	-1	-7	-4.0	3	101	-2.7	0	1
CCCC(=O)N(c1ccc2oc(C)c(C(C)=O)c2c1)S(=O)(=O)c1ccc(C)c([N+](=O)[O-])c1	19	0	-8	-0.8	0	98	-3.4	-2	2
CC1=C(C(=O)Nc2ccc(C)cc2C)C(c2ccc(C)o2)NC(=S)N1 (centres undefined)	5	10	-14	-1.8	5	98	-2.3	-2	-10
O=C(NCC1CCCCC1)c1cccnc1Cl	0	-1	0	-2.2	7	91	-0.4	-1	-8
CCCC(=O)Nc1ccc2nn(-c3ccc(OC)cc3)nc2c1	20	2	-4	-2.7	20	98	-1.3	2	-11

An unsorted share of the library; overall some 4.7% were active at least once.
